FUS suppressor: qHTS for Suppressors of FUS Proteinopathy: Primary screen using FUS-linked yeast assay. S. cerevisiae FUS-expressing, growth rescue, OD600, 24 h. Potency, µM (doses to about 76.6 µM), inactives show at the top dose growth rescue (activation), actives largely listed as activators. hit rate 0.24% among 390,000. AID 1347120, 2019;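 note: potency is the fitted concentration of half-maximal effect; plate controls were DMSO vehicle for no effect and reference control for full effect; nearly all actives have a fitted effect of over 55% in size; some results filed as inactive show a strong effect at the top dose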
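Compound concentration series was pinned onto galactose-induced FUS-expressing yeast seeded at OD 0.005. Plates sat 24hr at 30C; absorbance at 600 nm gave growth. DMSO served as background control.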
EPAC2 agonist: qHTS for Agonist of cAMP-regulated guanine nucleotide exchange factor 4 (EPAC2): primary screen; EPAC2 activation, biochemical qHTS; response scale: 100% = 6.5 mM cAMP response; Potency, µM (doses to about 154 µM), for inactives: at the top dose activation, hits mostly activators; Rap guanine nucleotide exchange factor 4 (Homo sapiens), Q8WZA2; hit rate 0.079% among 360,000; note: potency is the fitted concentration of half-maximal effect; nearly all actives have a fitted effect of over 50% in size
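Setup: EPAC2 100 nM, labeled Rap1B complex 250 nM, free GDP 50 uM. Compound titrations pinned in, brief spin, 5 min room temperature incubation. Kinetic fluorescence read over 30 min, normalized to 6.5 mM cAMP.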
D3 ag: qHTS of D3 Dopamine Receptor Agonist: qHTS; D(3) dopamine receptor (Homo sapiens), P35462; D3R DiscoveRx beta-arrestin cells, luminescence, 90 min; max activation, %; hit rate 0.58% among 410,000; in the data active = max activation above about 30%; note: 0% is about no effect; mostly tested at two doses, the higher about 12 µM
Target sequence (P35462 whole entry, looked up): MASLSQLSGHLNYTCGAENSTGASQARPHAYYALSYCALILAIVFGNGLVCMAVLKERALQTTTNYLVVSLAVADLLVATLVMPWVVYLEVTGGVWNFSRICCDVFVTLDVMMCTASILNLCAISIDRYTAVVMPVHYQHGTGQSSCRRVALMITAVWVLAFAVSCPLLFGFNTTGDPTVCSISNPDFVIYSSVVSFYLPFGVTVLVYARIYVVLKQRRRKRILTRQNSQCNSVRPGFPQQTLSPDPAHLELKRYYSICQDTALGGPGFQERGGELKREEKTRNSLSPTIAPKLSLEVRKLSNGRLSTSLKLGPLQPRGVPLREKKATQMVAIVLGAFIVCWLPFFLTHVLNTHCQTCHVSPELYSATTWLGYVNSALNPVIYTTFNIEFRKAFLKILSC
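Agonist mode: compounds and dopamine controls were applied to plated cells for 90 min at 37 degrees C after an overnight attachment at 1500 cells/well. Luminescent read-out followed 30 - 60 minutes at room temperature with DiscoveRx detection reagent.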
Abeta yeast res: qHTS for compounds that reverse cellular toxicity of Amyloid beta (A-beta) peptide in yeast: Primary Screen | yeast expressing A-beta42, growth rescue, OD600, 48 h; response scale: 0% DMSO, 100% iron-clioquinol control | Potency, µM (titrated, usually from 46.1 µM), inactives show at the top dose growth rescue, actives largely listed as activators | hit rate 0.063% among 410,000; note: potency is the fitted concentration of half-maximal effect; nearly all actives have a fitted effect of over 55% in size
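Growth rescue measured by 600 nm absorbance after 48 h yeast culture at 30 C with compound. Values normalized between DMSO and an equimolar ferric chloride plus clioquinol control.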
DRD3 antagonist: qHTS of D3 Dopamine Receptor Antagonist: qHTS; AID 652054, 2013; D(3) dopamine receptor (Homo sapiens), P35462; D3R cells, DiscoveRx beta-arrestin luminescence, antagonist mode; hits give low values; max response, negative = inhibition, %; hit rate 2.5% among 360,000; in the data active = max response below about -50%; inconclusive = no clear call, values can overlap the other calls; note: % is set by controls: 0 for no effect and ±100 for the full control effect; mostly tested at two doses, the higher about 12 µM
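Cells plated overnight at 1500 cells/well, then exposed to library compounds with dopamine controls for 90 minutes at 37 degrees C. DiscoveRx reagent added for 30–60 minutes at room temperature; luminescence read, quantitative HTS format.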
aSyn yeast inh: qHTS of alpha-syn Inhibitors | Yeast expressing alpha-synuclein, growth rescue, BacTiter-Glo, 24 h | hit rate 0.14% among 370,000 | Potency, µM (titrated, usually from 46.1 µM), without a hit: at the top dose growth rescue (activation), usual class: activators; note: potency is the fitted concentration of half-maximal effect; % of control where 0% means no effect; nearly all actives have a fitted effect of over 65% in size
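Galactose-induced alpha-syn yeast (OD600=0.02, raffinose-pregrown) + pinned cpd, 24 hr, 30 deg C; growth by BacTiter-Glo luminescence. Growth restoration scores as activation.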
TDP43 rescue: qHTS of TDP-43 Inhibitors; TDP-43 expressing yeast growth rescue, BacTiter-Glo, 24 h; Potency, µM (highest dose often 46.1 µM), for the others: at the top dose growth rescue (activation), hits mostly activators; hit rate 1.8% among 410,000; note: potency is the fitted concentration of half-maximal effect; % of control where 0% means no effect; nearly all actives have a fitted effect of over 50% in size
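In this qHTS, compounds that restore growth of yeast expressing TDP-43 appear as activators. Cells (OD600=0.02, galactose medium, raffinose-pregrown) are incubated with compound 24 hr at 30 deg C and growth is quantified by BacTiter-Glo.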
EPAC2 antagonist: qHTS for Antagonist of cAMP-regulated guanine nucleotide exchange factor 2 (EPAC2): primary screen. EPAC2 GEF exchange of Rap1B-BODIPY-GDP, fluorescence. hit rate 0.18% among 360,000. Potency, µM (top dose mostly 114 µM), for inactives: at the highest dose activity, negative = inhibition, usual class: inhibitors. Rap guanine nucleotide exchange factor 4 (Homo sapiens), Q8WZA2; note: potency is the fitted concentration of half-maximal effect; % is set by controls: 0 for no effect and ±100 for the full control effect; nearly all actives have a fitted effect of over 45% in size; many of its hits are not listed in these tables
An asterisk follows results filed as active; ? = inconclusive; . = not tested or not shown; [ ] = remark or other dose. Unless noted, calls come from the whole dose curve; as a rule, active = well fitted curve in the direction sought with a large enough effect; inconclusive = small, poorly fitted or top-dose-only effect, or another doubt; inactive = no such curve, though single readings can be large; an effect the other way counts as inactive or inconclusive. These rows are one share of the data; count on the stated rates, not on these rows.

item	Molecule	FUS suppressor	EPAC2 agonist	D3 ag	Abeta yeast res
1	CCOC(=O)N1CCN(CC(O)COC2CC(C)CCC2C(C)C)CC1 (stereo unspecified)	-24%	-26%	0	17%[9.22 µM]
2	Cc1ccc(N=C(N)N=C(N)N)c(C)c1	1%	8%	-10	-2%
3	CC(=O)N1CCc2cc(S(=O)(=O)NCCC(=O)N3CCN(Cc4ccccc4)CC3)ccc21	59%	6%	8	8%
4	COc1ccccc1OC(C)C(=O)Nc1cccc(-c2nc3ccccc3s2)c1 (stereo unspecified)	39%	.	3	-5%
5	COc1ccccc1-c1nc(NC(C)=O)n[nH]1	-14%	0%[15.6 µM]	0	20%
6	COc1ccc(OCC(O)CN2CCCCCC2)cc1 (stereo unspecified)	20%	5%	-15	17%
7	COc1ccccc1CNC(=O)CCC1N=C2c3ccccc3N=C(SCc3ccccc3Cl)N2C1=O (stereo unspecified)	?	.	-9	-9%
8	CCOc1nc(-c2ccccc2)ccc1-c1noc(-c2cccnc2)n1	24%	15%	6	-6%
9	S=c1nc(-c2ccccc2)[nH]c2ccccc12	14%	6%	-7	?
10	COCCN1C(=O)CC(NNC(=O)c2ccc(S(=O)(=O)N3CCCC3)cc2)C1=O (stereo unspecified)	17%	13%	-9	-13%

item	DRD3 antagonist	aSyn yeast inh	TDP43 rescue	EPAC2 antagonist
1	-20	-9%	7%	5%
2	-27	-6%	5%	-2%
3	4	-2%	-26%	-15%
4	.	.	9%	.
5	8	2%	-2%	12%
6	-54*	1%	-12%	4%
7	.	.	?	.
8	7	0%	0%	-11%
9	-21	-8%	?	4%
10	-26	2%	-3%	-2%

As a short view, part of the list above.
item	Molecule	FUS suppressor	EPAC2 agonist	D3 ag	Abeta yeast res
6	COc1ccc(OCC(O)CN2CCCCCC2)cc1 (stereo unspecified)	20%	5%	-15	17%
7	COc1ccccc1CNC(=O)CCC1N=C2c3ccccc3N=C(SCc3ccccc3Cl)N2C1=O (stereo unspecified)	?	.	-9	-9%
8	CCOc1nc(-c2ccccc2)ccc1-c1noc(-c2cccnc2)n1	24%	15%	6	-6%
9	S=c1nc(-c2ccccc2)[nH]c2ccccc12	14%	6%	-7	?
10	COCCN1C(=O)CC(NNC(=O)c2ccc(S(=O)(=O)N3CCCC3)cc2)C1=O (stereo unspecified)	17%	13%	-9	-13%

item	DRD3 antagonist	aSyn yeast inh	TDP43 rescue	EPAC2 antagonist
6	-54*	1%	-12%	4%
7	.	.	?	.
8	7	0%	0%	-11%
9	-21	-8%	?	4%
10	-26	2%	-3%	-2%

(cont.)
item	Molecule	FUS suppressor	EPAC2 agonist	D3 ag	Abeta yeast res
11	CC(C)[C@H](NC(=O)N1CCn2c1nc1ccccc12)C(=O)NCc1ccc2c(c1)OCO2	27%	2%	8	5%
12	Cc1csc(NC(=O)CSc2[nH]c(=O)ncc2C)n1	-1%	-8%	3	8%
13	O=S(=O)(c1ccccc1Br)N1CCC(O)(c2cccnc2)CC1	-18%	9%	3	12%
14	CC(C)C[C@H]1CN=C(Nc2ccccc2)N1CC1CCCCC1	-12%	-4%	-11	6%
15	CC1CCCN(Cc2c(O)ccc3c(=O)c(-c4ccc(Cl)cc4)c(C(F)(F)F)oc23)C1 (stereo unspecified)	-1%	.	-7	6%
16	COc1ccc(C)cc1NC(=O)CN1C(=O)COc2ccc(S(=O)(=O)NC3CCCC3)cc21	12%	.	-8	-3%
17	COc1ccc(NC(=S)Nn2cnnc2)cc1OC	16%	-1%	3	-15%
18	Cc1ccc(C2=NCCn3nc4cc([N+](=O)[O-])ccc4c32)cc1	9%	1%	0	0%
19	C1=C\CCC2(OCCO2)C2(CC/1)OCCO2	-34%	-4%	7	-1%
20	O=C(Cn1c(NCCO)nc2ccccc21)c1ccc([N+](=O)[O-])cc1	-3%	4%	-2	-5%

item	DRD3 antagonist	aSyn yeast inh	TDP43 rescue	EPAC2 antagonist
11	-5	3%	10%	-15%
12	14	0%	-2%	3%
13	3	-4%	-3%	6%
14	-14	-7%	15%	6%
15	.	.	15%	.
16	.	.	10%	.
17	-8	1%	0%	0%
18	1	8%	11%	-6%
19	21	-2%	16%	6%
20	-15	0%	2%	6%

Carrying on.
item	Molecule	FUS suppressor	EPAC2 agonist	D3 ag	Abeta yeast res
21	O=C(c1ccc2c(c1)OCO2)N1CCC2(CC1)Oc1ccc(F)cc1C(=O)C21CC(c2cccnc2)=NO1 (stereo unspecified)	?	7%	10	-9%
22	COc1ccc(CCNC(=O)c2c(-c3ccccc3)noc2C)cc1OC	-4%	1%	-3	5%
23	O=C(CC(C(=O)O)c1ccccc1)Nc1cccc2ccccc12 (stereo unspecified)	-9%	8%	3	0%
24	COc1cccc(NC(=S)N2CCC(Cc3ccccc3)CC2)c1	21%	9%	-6	?
25	CC1CCCC(C)N1/N=C/c1ccc([N+](=O)[O-])cc1 (stereo unspecified)	-2%	8%	-7	-22%
26	Cn1c(N)c(NC(=S)NC2CCCCC2)c(=O)n(C)c1=O	-15%	4%	4	6%
27	C/C(=N\NC(N)=S)c1cc(-c2ccccc2)c(-c2ccccc2)s1	6%	1%	-13	?
28	CCn1c(SCC(=O)N2CCCCC2C)nc2c1c(=O)n(C)c(=O)n2C (stereo unspecified)	-1%	4%	-19	-11%
29	CC(=O)c1cccc(CN2CCN(CCC(C)C)C(CCO)C2)c1 (stereo unspecified)	7%	-6%	-33	10%
30	CCN1CCN(c2sc(S(=O)(=O)CC)nc2S(=O)(=O)c2ccc(Cl)cc2)CC1	-10%	19%	-4	-3%

item	DRD3 antagonist	aSyn yeast inh	TDP43 rescue	EPAC2 antagonist
21	36	-3%	-4%	-14%
22	-7	-1%	-24%	0%
23	-12	0%	-4%	-1%
24	-13	-1%	?	-8%
25	-12	-2%	-2%	-3%
26	9	-14%	-7%	2%
27	?	2%	?	-8%
28	-8	-2%	-12%	4%
29	-5	2%	2%	4%
30	-105*	-2%	14%	4%

Next section
item	Molecule	FUS suppressor	EPAC2 agonist	D3 ag	Abeta yeast res
31	COc1ccc(OCCNC2CCCC2)cc1	-39%	0%	0	8%
32	COCCCNC(=O)CCc1c(C)nc2c(c(C)nn2-c2ccc(C)cc2)c1C	27%	0%	4	-10%
33	CCn1c(SCC(=O)N/N=C/c2ccccc2OCC(=O)O)nnc1-c1ccc(C)cc1	-34%	8%	2	1%
34	Cc1nnc(SCC(=O)NCCC2=CCCCC2)[nH]c1=O	3%	5%	-4	-3%
35	O=[N+]([O-])c1ccc2nc(NS(=O)(=O)c3ccccc3[N+](=O)[O-])sc2c1	14%	8%	0	16%
36	COc1ccc2c(c1)C(=O)[C@H](O)[C@@H](c1ccc(OC)c(Br)c1)O2	-12%	2%	9	3%
37	CCOc1ccc(-n2c(COc3ccc(C)cc3)nnc2SCC(N)=O)cc1	42%	-8%	0	3%
38	Nc1c(C(=O)c2ccccc2)sc2snc(SCC(=O)c3ccccc3)c12	39%	10%	-1	-17%
39	Nc1nonc1C(=O)N/N=C/c1ccc(-c2ccc(Cl)c(C(=O)O)c2)o1	33%	7%	4	0%
40	COCCn1c(SCC#N)nnc1-c1ccc([N+](=O)[O-])cc1	3%	-3%	-6	4%

item	DRD3 antagonist	aSyn yeast inh	TDP43 rescue	EPAC2 antagonist
31	1	0%	8%	9%
32	14	0%	29%	0%
33	-5	1%	2%	7%
34	-16	8%	13%	-4%
35	1	-6%	-3%	-30%
36	0	6%	0%	-2%
37	8	2%	16%	-8%
38	-26	6%	?	-2%
39	-11	0%	7%[9.22 µM]	1%
40	38	-3%	-7%[0.397 µM]	13%

Continued.
item	Molecule	FUS suppressor	EPAC2 agonist	D3 ag	Abeta yeast res
41	O=C(CSc1nnc(-c2ccncc2)n1-c1ccccc1)Nc1ccc(F)cc1	-6%	.	-3	0%
42	Cc1ccc(-n2c(=O)c3oc4ccccc4c3n(Cc3ccccc3F)c2=O)cc1C	-17%	.	14	-4%
43	CCc1cccc(CC)c1NC(=O)Cn1nnc2sc(-c3ccccc3)cc2c1=O	-4%	.	5	-5%
44	Clc1ccccc1CSc1nnc(-c2ccccn2)n1Cc1ccco1	21%	22%	-4	-17%
45	Cc1cccc(NC(=O)NCCCCc2ccccc2)c1	-14%	14%	2	8%
46	Fc1ccccc1CSc1ccc(-c2ccco2)nn1	7%	19%	-6	-40%[inhibitor]
47	COc1cc([N+](=O)[O-])cc(/C=N/NC(=O)c2ccc(NC(=O)c3ccc(C)cc3)cc2)c1O	25%	-1%	6	-19%
48	CCCC(=O)Nc1cc(Cl)ccc1C	-34%	4%	-8	?
49	Cc1ccc(CN2C(=O)C(=O)c3cc(Br)cc(C)c32)cc1	-1%	.	-19	-55%[inhibitor]
50	Cc1onc(-c2ccccc2)c1C(=O)N1CCN(S(=O)(=O)c2ccc(OC(F)(F)F)cc2)CC1	0%	-6%	0	1%

item	DRD3 antagonist	aSyn yeast inh	TDP43 rescue	EPAC2 antagonist
41	.	.	16%	.
42	.	.	8%	.
43	.	.	15%	.
44	-13	8%	17%	-10%
45	2	-18%	11%	-13%
46	-6	-19%	-14%	-21%
47	1	-86%[inhibitor]	23%[9.22 µM]	2%
48	5	0%	22%	1%
49	.	.	?	.
50	15	9%	3%	6%

Other results
item	Molecule	FUS suppressor	EPAC2 agonist	D3 ag	Abeta yeast res
51	COc1ccc(CCNC(=O)CC(c2ccccc2)c2cc(C)ccc2O)cc1OC (stereo unspecified)	10%	10%	4	-4%
52	C#Cc1ccc([C@@H]2C=C(C(=O)NC3CC3)O[C@H](OCCCCO)C2)cc1	-1%	1%	2	5%
53	CCOc1ccccc1-c1cc(C(=O)N/N=C/c2cccnc2)c2ccccc2n1	4%	1%	-11	6%
54	COc1ccc2c(c1OC)CN(C)CCc1cc3c(cc1C(O)C2)OCO3 (stereo unspecified)	-17%	11%	0	21%

item	DRD3 antagonist	aSyn yeast inh	TDP43 rescue	EPAC2 antagonist
51	57	-3%	-2%	-2%
52	-16	0%	18%	14%
53	24	2%	-5%	6%
54	-4	2%	19%	-2%
